Tat transport = blocks Tat-dependent protein export in E. coli; AID 488895; inhibition, % at 10 µM; E. coli MC4100 TorA-mCherry Tat export, fluorescence; actives 0.036% (n = 340,000);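 active means mean replicate inhibition at least 50% and at least half of replicates individually reaching 50%; inconclusive means only one of the two criteria met; inactive means neither criterion met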;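 further: exported cargo escapes ClpAP degradation while cytoplasmic cargo is degraded and loses fluorescence; 0% = median of neutral control wells and 100% = median of NaSCN control wells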
Rtt109 HAT inh = blocks Candida albicans Rtt109/Vps75 acetyltransferase activity; purified Rtt109/Vps75, ThioGlo CoA-SH fluorescence, 4 h; actives 0.16% (n = 330,000); Q5AAJ8; inhibition, % at 34.9 µM;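 active means inhibition of at least 50% in every replicate; inconclusive means best replicate reaches 50% inhibition but some replicates fall short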
Target sequence (Q5AAJ8 whole entry, looked up): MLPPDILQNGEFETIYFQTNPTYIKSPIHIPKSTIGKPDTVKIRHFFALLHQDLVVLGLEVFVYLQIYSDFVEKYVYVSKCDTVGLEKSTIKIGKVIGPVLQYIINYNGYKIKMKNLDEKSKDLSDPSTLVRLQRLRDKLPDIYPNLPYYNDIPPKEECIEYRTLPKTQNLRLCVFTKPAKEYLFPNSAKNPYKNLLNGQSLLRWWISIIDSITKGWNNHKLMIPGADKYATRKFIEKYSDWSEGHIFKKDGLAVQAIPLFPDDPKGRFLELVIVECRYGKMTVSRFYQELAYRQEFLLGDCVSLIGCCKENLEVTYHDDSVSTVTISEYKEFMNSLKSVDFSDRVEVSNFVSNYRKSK
PvdQ inh = P. aeruginosa PvdQ acylase inhibition; actives 0.063% (n = 340,000); AID 488965; purified PvdQ acylase, fluorescence plate reader; inhibition, % at 10 µM; in the data active means inhibition above about 30%, passing the limit was not always enough; inconclusive means no clear call, values can overlap the other calls;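 further: 0% = vehicle neutral wells and 100% = reference inhibitor wells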
AddAB inh = less growth of phage-infected E. coli with AddAB; E. coli expressing H. pylori AddAB, absorbance growth; inhibition, % at 11.9 µM; actives 0.29% (n = 330,000); in the data active means inhibition above about 12%;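 further: 0% = vehicle wells of infected cells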
CAL PDZ inh = human CAL PDZ-peptide interaction inhibition. purified CAL PDZ, TMR-peptide fluorescence polarization, 1 h. inhibition, % at 20 µM. actives 0.02% (n = 330,000);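 active means highest replicate inhibition of at least 40%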;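 further: plate controls were DMSO neutral control wells for no effect and unlabeled competitor peptide control wells for full effect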
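material = purified tagged CAL PDZ domain construct (CerCALP) | buffer or medium = sodium phosphate/NaCl buffer pH 7.4 with TCEP, IgG, Thesit | reagent = TMR-labelled reporter peptide T*-PRC34 bound in PDZ groove | incubation = 1 h room-temperature incubation prior to read | measured by = fluorescence polarization (mP) | evaluation = percent inhibition from loss of millipolarization | control set = unlabelled peptide and DMSO controls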
DAGLB inhibitor = diacylglycerol lipase beta (human) inhibition | inhibition, % at 5.17 µM | actives 0.059% (n = 340,000) | HEK293T DAGLB membrane lysate, EnzChek fluorogenic substrate; in the data active means inhibition above about 34%;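 further: 0% = enzyme with vehicle and 100% = wells lacking enzyme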
Target sequence (Q8NCG7 whole entry, looked up): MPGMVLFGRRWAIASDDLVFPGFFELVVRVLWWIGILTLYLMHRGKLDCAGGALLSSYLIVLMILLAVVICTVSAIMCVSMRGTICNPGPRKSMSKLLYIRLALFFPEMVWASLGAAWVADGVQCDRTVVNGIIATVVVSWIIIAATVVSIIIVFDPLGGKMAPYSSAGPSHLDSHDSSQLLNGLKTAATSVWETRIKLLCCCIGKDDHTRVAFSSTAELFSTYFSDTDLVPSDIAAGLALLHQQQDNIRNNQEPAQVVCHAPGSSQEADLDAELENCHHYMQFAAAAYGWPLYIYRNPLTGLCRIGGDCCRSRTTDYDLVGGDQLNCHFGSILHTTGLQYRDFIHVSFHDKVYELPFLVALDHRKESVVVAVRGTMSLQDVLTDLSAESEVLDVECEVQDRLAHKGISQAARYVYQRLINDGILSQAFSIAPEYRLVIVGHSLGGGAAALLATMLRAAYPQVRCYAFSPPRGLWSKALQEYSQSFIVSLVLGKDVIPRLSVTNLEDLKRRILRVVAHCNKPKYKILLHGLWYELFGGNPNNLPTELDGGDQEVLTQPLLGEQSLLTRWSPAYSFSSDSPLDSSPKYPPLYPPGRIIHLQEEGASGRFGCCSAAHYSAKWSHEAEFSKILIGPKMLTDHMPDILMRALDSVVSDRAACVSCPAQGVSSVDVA
phage Ecoli inh = E. coli growth loss with phage present | growth absorbance | AID 651602 | inhibition, % at 11.9 µM | actives 0.26% (n = 360,000); in the data active means inhibition above about 11%
PfHsp90 yeast 2 = inhibits growth of yeast expressing Plasmodium falciparum Hsp90 | inhibition, % at 9.4 µM | S. cerevisiae expressing PfHsp90, BacTiter-Glo ATP, 48 h; yeast lacking PDR1 and PDR3 efflux regulators | actives 0.32% (n = 310,000);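 active means every replicate shows inhibition above about 80%, whatever the replicate mean, limit read from the data; inconclusive means mean inhibition reaches the set limit but some replicate falls short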;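 further: 0% = DMSO neutral controls and 100% = 20 µM radicicol positive controls; yeast relying on Plasmodium falciparum Hsp90 in place of its own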
Wnt bcat act = activators of Wnt/beta-catenin signaling; Wnt/beta-catenin reporter cell assay, activator, plate reader; activation, % at 9.35 µM; actives 1.2% (n = 300,000); in the data active means activation above about 30%, passing the limit was not always enough; inconclusive means no clear call, values can overlap the other calls;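 further: 0% = neutral control wells and 100% = positive control wells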
E coli growth = counter-screen for AddAB inhibitors: E. coli growth inhibition; E. coli V3065 growth, OD600 absorbance, 18 h; inhibition, % at 11.9 µM; actives 0.27% (n = 330,000); AID 449728;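 active means inhibition above the campaign's mean inhibition across all tested compounds plus 3 SD, cut at about 9.9% in these data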;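 further: uninfected addAB+ strain grown without phage in ampicillin broth; 0% = DMSO wells and 100% = ciprofloxacin 0.95 µg/ml wells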
Numbers without * were called inactive; ? = inconclusive; nt = no result given.

SMILES	Tat transport	Rtt109 HAT inh	PvdQ inh	AddAB inh	CAL PDZ inh	DAGLB inhibitor	phage Ecoli inh	PfHsp90 yeast 2	Wnt bcat act	E coli growth
O=C(O[C@H]1[C@H](Cc2ccccc2)NS(=O)(=O)[C@H]2C[C@@H]3C=C[C@]12O3)c1ccc([N+](=O)[O-])cc1	7	1	-24	2.0	-4.8	-1	-1.4	24	1	-2.1
CC1CCN(S(=O)(=O)c2ccc(NC(=O)Cc3cccs3)cc2)CC1	3	6	-12	4.0	-3.4	-3	-0.5	nt	-7	-0.2
COc1ccc(COCC(O)CN2CCC(C(N)=O)CC2)cc1OC (stereo not drawn)	-10	-4	-18	-1.6	-1.8	-1	4.5	3	-6	-0.9
COc1ccc(C(C(=O)NC(C)(C)C)N(C[C@H]2CC[C@@H]([C@@H]3CC[C@H](CO)O3)O2)C(=O)c2ccccc2)cc1 (stereo partly drawn)	-5	0	-8	-1.7	-0.4	-1	1.5	4	-2	-0.4
Cc1ccccc1S(=O)(=O)Nc1ncnc2ccccc12	-6	-14	-4	2.5	-2.9	2	2.6	0	3	-0.2
Cc1cc(C)cc(NC(=S)N2CC(C)OC(C)C2)c1 (stereo not drawn)	-5	1	-19	nt	-2.8	1	1.2	2	3	nt
C[C@H](O)C(=O)C1=Nc2c(nc(N)[nH]c2=O)NC1	5	-73	-2	-5.2	-0.3	2	3.8	15	-1	-0.4
COC(C/C=C/[C@@H](O)[C@@H](C)OCc1ccccc1)OC	-3	-1	-6	3.6	-0.3	-2	1.8	nt	1	0.2
Cc1cc2oc(=O)c3c(c2cc1OC(=O)c1ccco1)CCCC3	-8	5	1	1.8	0.0	-2	-1.3	-6	nt	-0.9
O=C(Nc1nccs1)c1ccc(N2C(=O)C3CCCCC3C2=O)cc1 (stereo not drawn)	-3	3	0	0.2	-0.1	1	0.3	3	2	-0.1
COc1ccc(N2CCN(C(CNC(=O)C(C)(C)C)c3cccnc3)CC2)cc1 (stereo not drawn)	0	0	-21	1.7	-2.4	0	0.0	-3	-1	2.4
CCN(CC1CCCN(CCc2cccc(F)c2)C1)C(=O)c1cc2ccccc2o1 (stereo not drawn)	-2	0	-12	1.2	-2.2	-1	3.5	-4	2	0.6
CCc1c(O)nc(SCC(=O)N2CCOCC2)n(-c2ccccc2)c1=O	5	-328	-17	-0.1	nt	-2	2.8	nt	nt	-0.2
O=C(Oc1ccc(/C=N/NC(=O)c2ccccn2)cc1)c1cccc(Br)c1	0	-8	-9	nt	-1.9	-2	2.6	-10	12	nt
O=C(Cn1cnc2c(nnn2Cc2ccccc2)c1=O)c1ccc(Cl)cc1	-4	1	4	0.8	-0.6	0	3.2	-21	-2	-0.8
CCC(C(=O)OCC(=O)Nc1cc(Cl)ccc1Cl)c1ccccc1 (stereo not drawn)	8	-4	-7	4.3	-0.4	-15	5.4	2	nt	1.0
CN(Cc1ccccc1)C(=O)COC(=O)c1ccc(S(=O)(=O)N(C)C)cc1	-5	-4	-10	-1.9	-0.4	2	4.0	2	-2	1.3
CCCCc1nccn1CCn1ccnc1CCCC	6	6	-6	0.2	-1.1	2	1.9	17	nt	-1.5
CCOc1cc(-c2c(C#N)c(=O)[nH]c3c2c(C)nn3-c2ccc(F)cc2)ccc1O	1	0	-10	2.6	-13	9	1.1	8	nt	-0.3
Cc1cc(C(=O)N2CCN(S(=O)(=O)c3ccc(C)c(C)c3)CC2)no1	10	5	-10	nt	0.2	-3	1.6	-10	0	nt
COc1ccc(OC)c(C(=O)/C=C/c2cccnc2)c1	-3	3	-14	-0.4	-0.5	-1	-0.1	16	-3	-1.2
Cc1ccc(-c2nnnn2-c2ccccc2C(=O)O)cc1	0	-5	-7	0.5	-1.2	2	-0.6	-16	0	-1.7
CC1CC(C)(C)N2C(=O)C3(Nc4ccccc4S3)c3cccc1c32 (stereo not drawn)	15	15	-11	2.3	-1.9	2	nt	19	nt	2.2
COc1ccc(NC(=O)CSc2nc3sc(C)c(C)c3c(=O)n2Cc2ccco2)cc1	4	1	-11	0.1	-2.4	1	nt	nt	-2	-2.2
Cc1nc2ccccn2c1-c1csc(Nc2cccc(O)c2)n1	-8	36	-15	nt	1.2	1	-0.8	-1	-1	nt
SMILES	Tat transport	Rtt109 HAT inh	PvdQ inh	AddAB inh	CAL PDZ inh	DAGLB inhibitor	phage Ecoli inh	PfHsp90 yeast 2	Wnt bcat act	E coli growth
COc1ccc2[nH]c(C(=O)O)c(NS(=O)(=O)c3ccc(OC)c(OC)c3)c2c1	3	-9	-9	1.1	0.8	5	2.0	nt	3	1.9
COc1ccc(C2=NOC(C)(c3nnc(-c4ccncc4)o3)C2)cc1 (stereo not drawn)	-6	10	-8	2.3	0.3	2	-3.3	0	-2	1.4
Cc1ccc(NC(=O)C2CCN(S(=O)(=O)c3cccc4nonc34)CC2)cc1	-3	-4	-15	-0.8	-1.5	-2	2.6	-1	-3	-0.4
NS(=O)(=O)c1ccc(N/N=C/c2ccccn2)c([N+](=O)[O-])c1	-6	-1	4	2.7	-2.9	5	4.1	-3	5	0.1
COc1ccccc1NC(=O)CSc1nnc(C)n1Cc1ccccc1	-8	2	-4	0.7	-0.2	-1	2.3	-31	0	-0.1
O=C(CCC(=O)c1ccc(Cl)cc1)OCc1nc2ccsc2c(=O)[nH]1	-3	4	-7	0.2	0.4	4	2.9	-20	-2	0.0
O=C(CNc1ccc(C(F)(F)F)cc1[N+](=O)[O-])OCC(=O)c1ccccc1	-1	-2	7	2.0	0.6	3	3.4	-18	nt	0.4
O=C(Nc1ccc(F)cc1F)c1ccccc1-c1ccccc1	1	-6	2	3.8	0.8	-2	1.6	-20	-1	-2.1
CCCC1(C)SC(NC(C)=O)=NN1C(C)=O (stereo not drawn)	-11	4	11	-0.6	-1.4	-1	1.1	0	-5	-0.7
Cc1ccc(C(=O)NCCSc2ccc(Cl)cc2)cc1[N+](=O)[O-]	6	9	-2	2.5	0.0	-12	2.3	4	nt	1.5
O=C(O)c1cc(S(=O)(=O)Nc2ccc3cn[nH]c3c2)ccc1Cl	-1	9	-1	0.5	-0.8	-2	2.1	7	-6	0.1
Cc1cccc(N(O)C(=O)Nc2cccc(Cl)c2)c1	-2	-1	-37	nt	-1.5	-2	1.8	-36	0	nt
Cc1cccc(N2CCN(C(=O)c3ccc4c(c3)OCCO4)CC2)c1C	-3	?	-5	-0.4	-0.9	-6	2.1	0	-4	1.0
CN1C(=O)c2ccccc2Sc2ccc(NC(=O)N3CCCC3)cc21	6	6	-7	2.5	nt	0	0.7	5	nt	0.8
CCCOc1c(Br)cc(C(=O)NCC)cc1OC	-1	0	-7	2.1	-0.9	-3	4.2	-20	nt	-2.3
S=C(NCCCn1ccnc1)Nc1ccc(Cl)cc1Cl	-4	6	-2	3.9	-2.6	-2	5.1	2	0	0.5
N#C/C(=C\c1ccc([N+](=O)[O-])o1)c1nc2ccccc2[nH]1	nt	nt	nt	94*	nt	nt	13*	nt	-15	17*
CC(CCN1C(N(C)C)=NC[C@@H]1C)c1ccccc1 (stereo partly drawn)	3	2	1	1.8	-0.5	-2	2.5	11	-1	0.3
O=C(NCc1ccccc1)Nc1cccn(Cc2ccccc2F)c1=O	2	-3	1	0.7	-0.6	2	1.8	-11	14	-1.5
O=C(Cc1ccc2c(c1)OCCO2)Nc1cc(C(F)(F)F)ccc1N1CCOCC1	-6	5	-17	nt	-2.1	-3	1.0	-13	0	nt
CCC(=O)c1ccc(-c2ccccc2)cc1	-7	3	-7	0.1	-1.4	-10	0.6	0	nt	0.8
Cc1cccc(C)c1OCC(=O)Nc1cccc(-c2nnc(-c3ccccc3)o2)c1	-2	-4	-10	-1.6	-1.0	-15	2.4	-9	nt	0.4
COc1ccc(N2C(=O)C(CC(=O)O)S/C2=N\N=C\c2cccs2)cc1 (stereo not drawn)	-5	-1	7	0.9	-4.2	-1	-1.7	-3	-2	1.7
O=C(NCCCl)NNc1c(Cl)cc(Cl)cc1Cl	-9	2	-13	3.0	-1.3	5	3.0	-9	-1	-1.0
CC(C)C[C@H](NC(=O)N1CCn2c1nc1ccccc12)C(=O)NCc1ccccc1	-1	29	3	-2.1	-1.2	-2	-2.4	-9	-2	-2.6
SMILES	Tat transport	Rtt109 HAT inh	PvdQ inh	AddAB inh	CAL PDZ inh	DAGLB inhibitor	phage Ecoli inh	PfHsp90 yeast 2	Wnt bcat act	E coli growth
Clc1ccc(-c2ccc(/C=N/Nc3cc(N4CCOCC4)nc(N4CCOCC4)n3)o2)cc1	-4	2	13	2.6	-0.2	5	-0.2	2	nt	0.8
O=C(CN(Cc1ccco1)C(=O)c1ccc(Cl)cc1)Nc1ccc(Cl)c(Cl)c1	6	0	11	2.0	0.2	-2	2.3	-2	-1	-0.4
CNc1ccccc1	-1	-4	-5	-2.7	-0.3	1	4.0	14	-2	-2.1
Cn1c(CCNC(=O)c2ccccc2)nc2cc(NC(=O)c3ccco3)ccc21	4	-3	28	1.3	-1.5	-1	1.7	0	13	0.2
CS(=O)(=O)N(CCc1ccccc1)CC(=O)N1CCN(Cc2ccccc2)CC1	22	-10	-9	2.3	nt	0	1.9	35	nt	-0.8
c1ccc(Cc2nnc3n2N=C(c2ccccc2)CS3)cc1	2	0	0	-0.9	-1.1	0	1.7	-17	-3	0.3
O=c1ccc(-c2ccccc2)nn1Cc1ccc(F)cc1	5	16	9	-1.7	-2.1	-5	-0.2	-6	24	1.6
Cc1ccc(N(CC(=O)NCc2ccc(F)cc2)C(=O)c2ccco2)cc1C	5	2	-12	0.1	-2.9	-1	3.0	18	-4	-0.8
CCOC(=O)c1c(NC(=O)CSc2nc3ccccc3s2)sc(C(C)=O)c1C	-5	4	-5	1.4	-2.6	-17	3.1	-39	1	-1.6
COc1ccc(CNC(=O)OCc2nccnc2C(=O)Nc2ccc(Br)cn2)cc1	-5	-1	1	1.9	1.9	-1	1.6	0	2	-1.3
CCC1COCCS(=O)(=O)N1Cc1ccc(Cl)cc1 (stereo not drawn)	-4	-2	6	4.0	-1.6	-2	-0.2	10	-3	0.3
Cc1ccc(NC(=S)NCc2cccn2C)cc1	-2	11	0	-1.2	-2.9	0	1.2	-4	nt	-2.2
COc1cc(C=O)ccc1OCc1ccc(Cl)nc1	0	3	6	0.4	-0.4	-2	1.6	nt	38*	-0.6
COc1cccc(NC(=O)CCS(=O)(=O)c2cc3c(cc2Cl)NC(=O)CO3)c1	5	-2	-12	4.2	-1.6	-2	0.8	0	-1	-2.6
CC(=O)Nc1c(Br)cc(N2C(=O)CCC2=O)cc1Br	4	-3	-1	0.2	-2.7	2	2.2	nt	0	-0.7
COc1ccc(C2/C=C\CN(C(=O)Nc3ccccc3-c3ccccc3)CC(=O)N2Cc2ccc(F)cc2)cc1 (stereo not drawn)	-3	-4	-7	-0.2	-0.2	-1	nt	2	nt	-1.4
CC(=O)c1c(C)[nH]c(C(=O)NC2CCCCC2)c1C	-1	3	-7	2.8	-0.7	1	1.2	-10	nt	-0.6
CN1CCN(c2ccc(-c3cccc(NC(=O)COc4ccc(Cl)cc4)c3)nn2)CC1	3	2	0	5.0	-7.3	1	4.3	-3	-3	-1.9
CN1C(=O)c2ccc(C(=O)NCc3ccccn3)cc2C1=O	-5	-26	-9	-1.5	-1.4	-2	2.0	8	-2	-0.6
